GAA inh – qHTS Assay for Inhibitors of Human alpha-Glucosidase as a Potential Chaperone Treatment of Pompe Disease; Lysosomal alpha-glucosidase (Homo sapiens), P10253; purified human GAA, 4-MU-alpha-glucoside fluorescence; Potency, µM (top dose mostly 76.9 µM), for the others: at the top dose activity change, negative = inhibition, actives largely listed as inhibitors; actives 0.005% (n = 200,000); AID 1466, 2008;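 further: plate controls were uninhibited enzyme wells for no effect and no-enzyme background for full effect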
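Compounds are titrated up to 77 uM against 4 nM human enzyme. Substrate 4-methylumbelliferyl-alpha-D-pyranoside (400 uM) reacts 20 min at room temperature in pH 5.0 buffer; liberated 4-methylumbelliferone is read at 440 nm.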
ALDH1A1 block – qHTS Assay for Inhibitors of Aldehyde Dehydrogenase 1 (ALDH1A1); Purified ALDH1A1, NADH fluorescence, propionaldehyde substrate; Aldehyde dehydrogenase 1A1 (Homo sapiens), P00352; actives 7.3% (n = 220,000); Potency, µM (series often up to 75.3 µM), without a hit: top-dose activity, negative = inhibition, usual class: inhibitors; active means well fitted inhibition curve with a large enough effect, not every such curve was filed as active; inconclusive means small, poorly fitted or top-dose-only effect, or another doubt; inactive means no such curve, though single readings can be large or run the other way;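 further: plate controls were no enzyme wells and a reference inhibitor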
Target sequence (P00352 whole entry, looked up): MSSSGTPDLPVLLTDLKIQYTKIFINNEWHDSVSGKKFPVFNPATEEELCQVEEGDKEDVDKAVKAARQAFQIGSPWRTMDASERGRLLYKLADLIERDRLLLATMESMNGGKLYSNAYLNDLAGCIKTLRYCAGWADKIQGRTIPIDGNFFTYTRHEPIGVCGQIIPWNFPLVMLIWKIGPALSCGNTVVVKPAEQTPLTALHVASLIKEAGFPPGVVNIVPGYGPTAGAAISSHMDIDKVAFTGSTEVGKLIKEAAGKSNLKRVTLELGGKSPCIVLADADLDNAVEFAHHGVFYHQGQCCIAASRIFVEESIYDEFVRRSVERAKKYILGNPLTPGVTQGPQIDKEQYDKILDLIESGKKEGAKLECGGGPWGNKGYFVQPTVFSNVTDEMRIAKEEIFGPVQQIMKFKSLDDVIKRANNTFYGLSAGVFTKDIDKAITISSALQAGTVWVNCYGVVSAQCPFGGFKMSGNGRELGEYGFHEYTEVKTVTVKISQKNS
KDM4E inh – qHTS Assay for Inhibitors of Human Jumonji Domain Containing 2E (JMJD2E); actives 1.6% (n = 230,000); Lysine-specific demethylase 4E (Homo sapiens), B2RXH2; Potency, µM (highest dose often 57.1 µM), for inactives: at the highest dose activity change, negative = inhibition, most hits filed as inhibitors; AID 2147, 2009; JMJD2E catalytic domain, FDH-coupled NADH fluorescence (FDH is formaldehyde dehydrogenase); active means well fitted inhibition curve with a large enough effect, not every such curve was filed as active; inconclusive means small, poorly fitted or top-dose-only effect, or another doubt; inactive means no such curve, though single readings can be large or run the other way;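 further: 0% = wells with enzyme and -100% = buffer wells without enzyme; nearly all actives have a fitted effect of over 50% in size; many of its hits are not listed in these tables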
Target sequence (B2RXH2 1-337 limits assumed): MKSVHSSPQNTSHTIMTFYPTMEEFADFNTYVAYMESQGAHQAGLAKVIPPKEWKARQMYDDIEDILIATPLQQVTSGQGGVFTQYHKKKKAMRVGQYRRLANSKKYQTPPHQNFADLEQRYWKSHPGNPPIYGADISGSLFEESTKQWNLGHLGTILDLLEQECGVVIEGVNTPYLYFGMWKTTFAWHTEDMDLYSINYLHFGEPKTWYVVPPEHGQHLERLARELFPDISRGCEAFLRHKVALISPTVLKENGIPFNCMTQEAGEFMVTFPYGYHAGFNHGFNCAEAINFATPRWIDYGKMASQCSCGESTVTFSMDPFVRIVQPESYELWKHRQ
GoLoco inh red – qHTS Assay for Inhibitors of RGS12 GoLoco Motif Activity (Red Fluorophore). Guanine nucleotide-binding protein G(i) subunit alpha-1 (Homo sapiens), P63096. Gai1:RGS12 GoLoco peptide FP, rhodamine, 10 min. Potency, µM (series often up to 61.6 µM), for the others: at the top dose activity, negative = inhibition, hits mostly inhibitors. actives 0.44% (n = 230,000); active means well fitted inhibition curve with a large enough effect, not every such curve was filed as active; inactive means no such curve, though single readings can be large or run the other way; further: on the % scale 0 is the no-effect control and ±100 the full control effect; nearly all actives have a fitted effect of over 30% in size; many of its hits are not listed in these tables
SMN2 splice enh – qHTS Assay for Enhancers of SMN2 Splice Variant Expression | Potency, µM (doses to about 46.1 µM), inactives show at the top dose activity change, positive = activation, hits mostly activators | HEK293 SMN2-luciferase splicing reporter, luminescence, 30-36 h | actives 2.8% (n = 210,000) | AID 1458, 2008; further: % of control where 0% means no effect; nearly all actives have a fitted effect of over 55% in size
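qHTS luciferase splicing reporter: luminescence rises when SMN2 exon 7 is included in transfected HEK293 cells. Compound exposure lasted 30-36 h at 37C, with 4.5 mM final sodium butyrate as control, followed by a ONE-Glo read.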
GAA glycogen mod – qHTS Assay for Inhibitors and Activators of Human alpha-Glucosidase Cleavage of Glycogen | recombinant GAA, glycogen substrate, Amplex Red glucose oxidase fluorescence | Potency, µM (top dose mostly 76.4 µM), inactives show at the top dose activity change, negative = inhibition, hits mostly inhibitors | actives 0.38% (n = 300,000);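 further: 0% = full enzyme reaction and -100% = no-enzyme basal signal; the screen sought inhibitors and activators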
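qHTS, 1536-well; enzyme 4 nM final; cpd up to 77 uM; substrate bovine liver glycogen 30 ug; 50 mM citrate/phosphate pH 5.0, 0.01% Tween-20; 37 C, 40 min; Amplex Red detection 45 min RT; Hill fit → AC50.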
aGal spleen mod – qHTS Assay for Inhibitors and Activators of Human alpha-Galactosidase From Spleen Homogenate; human spleen homogenate, 4MU-alpha-Gal fluorescence, 40 min; Potency, µM (doses to about 80 µM), inactives show at the highest dose activity change, negative = inhibition, most hits filed as inhibitors; actives 0.008% (n = 240,000); AID 2107, 2009;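 further: 0% = enzyme with vehicle and -100% = no enzyme basal signal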
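Fluorogenic readout (Ex 365/Em 440 nm) of 4-methylumbelliferone released from 1 mM 4-MU-alpha-galactoside by spleen homogenate, 40 min at 37C, pH 5.0. Data normalized to no-enzyme and enzyme controls; Hill-equation AC50 from compound titrations.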
aGlu spleen mod – qHTS Assay for Inhibitors and Activators of Human alpha-Glucosidase From Spleen Homogenate | Lysosomal alpha-glucosidase (Homo sapiens), P10253 | Potency, µM (titrated, usually from 79.9 µM), without a hit: at the top dose activity change, negative = inhibition, hits mostly inhibitors | actives 0.006% (n = 240,000) | human spleen homogenate, 4-MU-alpha-glucoside fluorescence;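 further: 0% = enzyme with vehicle and -100% = no enzyme basal signal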
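AC50 values come from Hill-equation fits of concentration-response data, normalized to no-enzyme and full-activity controls. Enzyme source: 1 ug human spleen homogenate; 1 mM fluorogenic 4-MU glucoside, pH 5.0 citrate buffer, 37 C, 40 min.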
* hit, by the source's call; ? = inconclusive; · = not tested or not shown; & = joins results of further samples; [ ] = another dose, or the depositor's remark. Unless noted, the call rests on the fitted dose curve; in most records, active means well fitted curve in the direction sought with a large enough effect; inconclusive means small, poorly fitted or top-dose-only effect, or another doubt; inactive means no such curve, though single readings can be large; an effect the other way counts as inactive or inconclusive. Potency means the concentration at half of the fitted maximal effect. This is a subset. The share of hits here may be higher or lower than overall.

SMILES	GAA inh	ALDH1A1 block	KDM4E inh	GoLoco inh red	SMN2 splice enh	GAA glycogen mod	aGal spleen mod	aGlu spleen mod
O=c1cc(-c2ccccc2Cl)oc2c(NS(=O)(=O)c3cccc4nsnc34)ccc(O)c12	·	·	-14%	5%	·	-20%	1%	-1%
Cc1ccnc2c(N3C(=O)C4C5C=CC(C5)C4(C)C3=O)cccc12 (stereo not given)	-4%	-1%	1%	11%	-5%	-10%	-2%	-1%
Cc1ccc(C(CC(=O)c2ccc(Cl)cc2)C(=O)O)cc1 (stereo not given)	5%	4%	0%	20%	8%	-15%	2%	8%
Cc1ccc2nc(-c3ccc(NS(=O)(=O)c4ccccc4)cc3)sc2c1	3%	?	-2%	8%	3%[1.84 µM]	3%	5%	-10%
O=C(Cn1c(-c2ccccc2)noc1=O)N1CCC(Cc2ccccc2)CC1	?	1%	-13%	7%	·	-2%	1%	7%
CCOC(=O)c1nnn(-c2nonc2-n2cccc2)c1CCl	1%	-6%	-3%	12%	-60%[inhibitor]	7%	-13%	-5%
C/C(=N/O)c1ccc(N2C(=O)C3C4C=CC(C3C2=O)C2C3C(=O)N(c5ccc(/C(C)=N/O)cc5)C(=O)C3C42)cc1 (stereo not given)	10%	?	2%	17%	-10%	-4%	5%	2%
O=C(CSc1nnc(Nc2ccccc2)s1)NCc1cccs1	1%	0%	5%	·	·	12%	3%	2%
O=Cc1cn(Cc2ccccc2)nc1-c1cccnc1	-5%	-7%	0%	14%	?	0%	1%	0%
CC1CC(C)CN(C(=O)C(Cc2ccccc2)n2cccc2)C1 (stereo not given)	·	·	8%	4%	·	2%	-6%	-10%
O=S(=O)(c1cccs1)N1CCN(c2ccnc3cc(Cl)ccc23)CC1	-13%	?	?	6%	·	-14%	3%	-1%
CCOC(=O)Nc1cc(=O)c2ccccc2o1	-4%	2%	?	5%	27%	-2%	7%	1%
C#CCCCCCCCCCCCCCCCC(=O)O	·	-2%&-5%&3%	2%&-17%	1%&4%&2%	-4%&5%	·	9%&1%&-1%	8%&-7%&-1%
COn1c(=O)c(=O)n(OC)c2ccccc21	-23%	8%	2%	4%	-18%	6%	-9%	-8%
CCOc1ccc2nc(NS(C)(=O)=O)sc2c1	0%	?	3%	4%	14µM*	6%	5%	1%
CCCCN(C(=S)Nc1ccccc1)C1CCS(=O)(=O)C1 (stereo not given)	-2%	1%	4%	10%	-1%	3%	-6%	-5%
CCc1ccc(CNC(=O)CCc2nnc(CCc3ccc(OC)cc3)o2)nc1	17%	-3%	-14%	1%	·	13%	-6%	1%
O=C(CN1CCCCC1CO)c1ccc(OC(F)F)cc1 (stereo not given)	-4%	?	0%	0%	-12%	3%	-7%	-8%
O=C(CSc1ncnc2scc(-c3ccccc3)c12)N1CCN(Cc2ccc3c(c2)OCO3)CC1	5%	?	1%	·	·	-13%	0%	-6%
O=C(CCc1ccc(S(=O)(=O)N2CCOCC2)cc1)Nc1ccc(N2CCOCC2)cc1	-4%	1%	-3%	11%	3%	-2%	-11%	-16%

Compounds listed so far that contain a halogen:
SMILES	GAA inh	ALDH1A1 block	KDM4E inh	GoLoco inh red	SMN2 splice enh	GAA glycogen mod	aGal spleen mod	aGlu spleen mod
O=c1cc(-c2ccccc2Cl)oc2c(NS(=O)(=O)c3cccc4nsnc34)ccc(O)c12	·	·	-14%	5%	·	-20%	1%	-1%
Cc1ccc(C(CC(=O)c2ccc(Cl)cc2)C(=O)O)cc1 (stereo not given)	5%	4%	0%	20%	8%	-15%	2%	8%
CCOC(=O)c1nnn(-c2nonc2-n2cccc2)c1CCl	1%	-6%	-3%	12%	-60%[inhibitor]	7%	-13%	-5%
O=S(=O)(c1cccs1)N1CCN(c2ccnc3cc(Cl)ccc23)CC1	-13%	?	?	6%	·	-14%	3%	-1%
O=C(CN1CCCCC1CO)c1ccc(OC(F)F)cc1 (stereo not given)	-4%	?	0%	0%	-12%	3%	-7%	-8%

Retrieved by compound from the list above (six):
SMILES	GAA inh	ALDH1A1 block	KDM4E inh	GoLoco inh red	SMN2 splice enh	GAA glycogen mod	aGal spleen mod	aGlu spleen mod
O=C(CCc1ccc(S(=O)(=O)N2CCOCC2)cc1)Nc1ccc(N2CCOCC2)cc1	-4%	1%	-3%	11%	3%	-2%	-11%	-16%
O=C(Cn1c(-c2ccccc2)noc1=O)N1CCC(Cc2ccccc2)CC1	?	1%	-13%	7%	·	-2%	1%	7%
O=Cc1cn(Cc2ccccc2)nc1-c1cccnc1	-5%	-7%	0%	14%	?	0%	1%	0%
CCOC(=O)c1nnn(-c2nonc2-n2cccc2)c1CCl	1%	-6%	-3%	12%	-60%[inhibitor]	7%	-13%	-5%
CCOC(=O)Nc1cc(=O)c2ccccc2o1	-4%	2%	?	5%	27%	-2%	7%	1%
Cc1ccc2nc(-c3ccc(NS(=O)(=O)c4ccccc4)cc3)sc2c1	3%	?	-2%	8%	3%[1.84 µM]	3%	5%	-10%

Later entries:
SMILES	GAA inh	ALDH1A1 block	KDM4E inh	GoLoco inh red	SMN2 splice enh	GAA glycogen mod	aGal spleen mod	aGlu spleen mod
O=c1c2ccccc2n(Cc2cccc(F)c2)c(=O)n1C1CCCC1	-4%	?	0%	15%	6%	-1%	8%	4%
Cc1ccc2nsnc2c1S(=O)(=O)NCc1ccncc1	2%	-2%	3%	11%	-46%[inhibitor]	2%	-5%	5%
CCN(c1ccccc1)S(=O)(=O)c1ccc(Cl)c(NC(=O)COC(=O)C2CC2C)c1 (stereo not given)	?	?	-7%	8%	2%	-2%	-24%	3%
COC(=O)CCC/C=C1/SCC(NC(=O)c2ccccc2)C1O (stereo not given)	0%	?	-6%	-5%	3%	-11%	16%	7%
COc1cc(OC)c(-c2nnc3n(CCc4ccccc4)c(=O)c4ccccc4n23)cc1OC	-3%	?	11%	7%	-13%	-7%	1%	2%
O=C(Nc1ccccc1C(=O)N/N=C/c1ccncc1)c1ccccc1	-4%	0%	0%	0%	·	4%	-4%	-4%
CCC(C(=O)N1CCc2cc(OC)c(OC)cc2C1)c1ccccc1 (stereo not given)	-1%	?	?	6%	-18%	-5%	0%	-1%
CC1CCN(c2c(NCc3ccc(C(=O)N4CCc5ccccc54)cc3)c(=O)c2=O)CC1	-9%	?	1%	5%	13%	14%	1%	-2%
Cn1c(CN2CCOCC2)nnc1SCC(N)=O	-24%	8%	-8%	1%	-11%	-8%	-3%	-2%
S=C(c1ccc2c(c1)OCO2)N1CCOCC1	·	·	3%	-5%	·	1%	-1%	-2%
O=C(CCCN1C(=O)/C(=C/c2ccccc2Cl)SC1=S)NNC(=O)c1ccccc1Cl	-5%	18%	18%	12%	-35%[inhibitor]	19%	-5%	-3%
Cc1ccc2cc(CN(C(=O)c3ccco3)c3ccccc3)c(=O)[nH]c2c1	1%	?	?	-6%	-26%	1%	2%	-3%
Cc1cc(C)c(NC(=O)C(C)OC(=O)c2cc(Br)c(Br)s2)c(C)c1 (stereo not given)	0%	12%	-8%	11%	0%	19%	-5%	-3%
CC(=O)OCCN(C)c1cc(SC(C)C)c2nonc2c1[N+](=O)[O-]	?	?	-9%	-9%	19%	-4%	-9%	-6%
COc1ccccc1C/C(N)=N/OC(=O)c1cccc([N+](=O)[O-])c1	-2%	-10%	-5%	0%	-7%	-1%	-4%	1%
O=C(NCC1CCCO1)c1cc(-c2ccc(Cl)cc2Cl)on1 (stereo not given)	-4%	?	6%	4%	25µM*	7%	-3%	-3%
CCOC(=O)C1=c2s/c(=C\c3ccncc3)c(=O)n2C(N)=C(C(=O)OC)C1c1ccncc1 (stereo not given)	8%	-7%	5%	11%	11%	4%	5%	4%
O=C(COC(=O)CCc1c[nH]c2ccccc12)NC(c1ccccc1)c1ccccc1	-3%	-8%	-15%	3%	11%	-6%	2%	-4%
CCn1ccnc1CC1COc2ccccc2O1 (stereo not given)	·	1%&-6%	5%	3%&0%	-13%&-7%	·	8%&2%	0%&-8%
CCOC(=O)C(=CNc1ccc(-c2ccco2)c(Cl)c1)C(=O)OCC	·	·	?	20%	·	-4%	9%	10%
O=C(Nc1ccc2cn[nH]c2c1)c1ccc(S(=O)(=O)N2CCOCC2)cc1	10%	-7%	0%	10%	0%	21%	5%	-16%
CCC(C)NC(=O)Cc1ccc(-c2ccccc2)cc1 (stereo not given)	5%	15%	-2%	5%	21%	4%	0%	-1%
Cc1ccc(-c2nn3c(C)nnc3s2)cc1NC(=O)c1ccc(-c2ccc(Cl)cc2Cl)o1	?	?	?	190%[activator]	-45%[inhibitor]	-16%	-4%	-3%
COc1ccc(NC2=Nc3cccc4cccc2c34)cc1	-8%	-13%	-4%	27%	-11%[1.84 µM]	-2%	2%	-8%
Cc1ccc(C)c(N(CC(=O)N(C)C)S(C)(=O)=O)c1	0%	5%	4%	8%	2%	2%	5%	-3%
CN1CCN(Cc2c(O)c(Cl)cc3c(-c4ccccc4)cc(=O)oc23)CC1	-5%	?	?	5%	-20%	3%	4%	-2%
CCn1cc(/C=C/C(=O)Nc2ccn(Cc3c(F)c(F)c(F)c(F)c3F)n2)cn1	0%	-1%	4%	4%	-4%	-8%	1%	-10%
CC(C)(C)NC(=O)C(c1ccncc1)N(C(=O)Cn1nnc(-c2ccc(F)cc2)n1)c1ccccc1F (stereo not given)	2%	?	1%	18%	·	?	-2%	0%

Screens deposited in PubChem BioAssay by National Center for Advancing Translational Sciences (NCATS).
